NCI-60 one-dose screen, 48 h, at 10 µM unless noted. Numbers give growth in % (100 = growth as untreated, 0 = no growth, -100 = all killed).
MDA-MB-231: MDA-MB-231 breast cancer | actives 5% (n = 81,000) | AID 1794789
MALME-3M: MALME-3M melanoma; actives 5.8% (n = 78,000)
T-47D: T-47D breast cancer | actives 5% (n = 79,000) | AID 1794792
SK-MEL-2: SK-MEL-2 melanoma. actives 4.7% (n = 77,000). AID 1794763
BT-549: BT-549 breast cancer; actives 4.4% (n = 78,000); AID 1794793
LOX IMVI: LOX IMVI melanoma. actives 7.4% (n = 79,000)
MCF7: MCF7 breast cancer; AID 1794796; actives 6.3% (n = 82,000)
HS 578T: HS 578T breast cancer | actives 4.1% (n = 78,000) | AID 1794788
* hit, by the source's call. Rule for the calls: active = growth percent below 10; inactive = the rest.

How did NCC1=C(c2ccccc2)Nc2ncc(-c3ccc(Cl)c(Cl)c3)n2C1O (stereo unspecified) do in these assays?
MDA-MB-231: 106; MALME-3M: 92; T-47D: 88; SK-MEL-2: 100; BT-549: 89; LOX IMVI: 98; MCF7: 94; HS 578T: 103

What do the screens show for `COc1ccccc1/C=C/C(=O)c1ccc(OC)c(S(N)(=O)=O)c1`?
MDA-MB-231: 7.4*; MALME-3M: 50; T-47D: 17; SK-MEL-2: 78; LOX IMVI: 1.0*; MCF7: 8.2*; HS 578T: 60

Results for CC1=CC(=O)C(/C(C)=N/NC(=O)c2ccccc2NC(=O)c2ccc(C)cc2)C(=O)O1 (stereo unspecified) ?
MDA-MB-231: 92; MALME-3M: 102; T-47D: 89; SK-MEL-2: 98; BT-549: 105; LOX IMVI: 89; MCF7: 91; HS 578T: 86

How did O=C(OCCCCI)c1ccccc1 do in these assays?
MDA-MB-231: 99; MALME-3M: 105; T-47D: 113; SK-MEL-2: 100; LOX IMVI: 93; MCF7: 105; HS 578T: 85

How did CN1CCN(CCCOc2ccc3ncnc(Nc4ccc(OCc5cccc(F)c5)c(Cl)c4)c3c2)CC1 do in these assays?
MDA-MB-231: -79*; MALME-3M: -79*; T-47D: -16*; SK-MEL-2: -40*; BT-549: 72; LOX IMVI: -93*; MCF7: -69*; HS 578T: -19*

Results for C(#Cc1ccccc1C#Cc1ccccn1)c1ccc(OCCCCCCOc2ccc(C#Cc3ccccc3C#Cc3ccccn3)cc2)cc1 ?
MDA-MB-231: 35; MALME-3M: 100; T-47D: 37; SK-MEL-2: 64; BT-549: 40; LOX IMVI: 15; MCF7: 21; HS 578T: 73

What do the screens show for `Cc1nccn1C`?
MDA-MB-231: 110; MALME-3M: 104; T-47D: 95; SK-MEL-2: 109; BT-549: 117; LOX IMVI: 102; MCF7: 94; HS 578T: 99

Results for CCOC(=O)C1Cc2ccccc2OC1=O (stereo unspecified) ?
MDA-MB-231: 98; MALME-3M: 101; T-47D: 104; BT-549: 116; LOX IMVI: 91; MCF7: 99; HS 578T: 119

What do the screens show for `c1ccc(-c2ccc(-c3nc4ncccn4c3NCCN3CCOCC3)cc2)cc1`?
MDA-MB-231: 93; MALME-3M: 100; SK-MEL-2: 91; BT-549: 92; LOX IMVI: 96; MCF7: 90; HS 578T: 91

Results for COCCn1cc(-c2nc(-c3ccsc3)cs2)c2cc(F)ccc21 ?
MDA-MB-231: 92; MALME-3M: 116; T-47D: 66; SK-MEL-2: 90; BT-549: 102; LOX IMVI: 67; MCF7: 79; HS 578T: 89

How did CCN(CC)CCCNCCS do in these assays?
MDA-MB-231: 111; MALME-3M: 102; T-47D: 92; SK-MEL-2: 107; BT-549: 109; LOX IMVI: 87; MCF7: 95; HS 578T: 115

What do the screens show for `O=C1/C(=C/c2ccc([N+](=O)[O-])cc2)Oc2ccc(O)cc21`?
MDA-MB-231: 89; MALME-3M: 92; SK-MEL-2: 104; BT-549: 97; LOX IMVI: 60; MCF7: 3.3*; HS 578T: 97

What do the screens show for `N#Cc1c(-c2ccc(Cl)cc2)cc(-c2ccc(Br)s2)[nH]c1=O`?
MDA-MB-231: 96; MALME-3M: 99; SK-MEL-2: 103; BT-549: 106; LOX IMVI: 91; MCF7: 82; HS 578T: 94

How did Cn1c(=O)c2[nH]c(=O)[nH]c2n(C)c1=O do in these assays?
MDA-MB-231: 116; MALME-3M: 101; T-47D: 95; LOX IMVI: 99; MCF7: 97; HS 578T: 102

Results for CCOC(=O)C1=C(c2ccccc2)N=C2Sc3c(-c4ccc(Br)cc4)nc(N)nc3N2C1c1ccc(O)c(OC)c1 (stereo unspecified) ?
MDA-MB-231: 91; MALME-3M: 107; T-47D: 93; SK-MEL-2: 106; BT-549: 96; LOX IMVI: 100; MCF7: 88; HS 578T: 89

Arranged by heavy-atom count (lowest first): some entries from above
What do the screens show for `Cc1nccn1C`?
MDA-MB-231: 110; MALME-3M: 104; T-47D: 95; SK-MEL-2: 109; BT-549: 117; LOX IMVI: 102; MCF7: 94; HS 578T: 99

What do the screens show for `O=C1/C(=C/c2ccc([N+](=O)[O-])cc2)Oc2ccc(O)cc21`?
MDA-MB-231: 89; MALME-3M: 92; SK-MEL-2: 104; BT-549: 97; LOX IMVI: 60; MCF7: 3.3*; HS 578T: 97

Results for COCCn1cc(-c2nc(-c3ccsc3)cs2)c2cc(F)ccc21 ?
MDA-MB-231: 92; MALME-3M: 116; T-47D: 66; SK-MEL-2: 90; BT-549: 102; LOX IMVI: 67; MCF7: 79; HS 578T: 89

What do the screens show for `c1ccc(-c2ccc(-c3nc4ncccn4c3NCCN3CCOCC3)cc2)cc1`?
MDA-MB-231: 93; MALME-3M: 100; SK-MEL-2: 91; BT-549: 92; LOX IMVI: 96; MCF7: 90; HS 578T: 91

How did CN1CCN(CCCOc2ccc3ncnc(Nc4ccc(OCc5cccc(F)c5)c(Cl)c4)c3c2)CC1 do in these assays?
MDA-MB-231: -79*; MALME-3M: -79*; T-47D: -16*; SK-MEL-2: -40*; BT-549: 72; LOX IMVI: -93*; MCF7: -69*; HS 578T: -19*

Results for C(#Cc1ccccc1C#Cc1ccccn1)c1ccc(OCCCCCCOc2ccc(C#Cc3ccccc3C#Cc3ccccn3)cc2)cc1 ?
MDA-MB-231: 35; MALME-3M: 100; T-47D: 37; SK-MEL-2: 64; BT-549: 40; LOX IMVI: 15; MCF7: 21; HS 578T: 73

Further results.
Results for CCCCCCCCCCN1CC2CCCCC2C1 (stereo unspecified) ?
MDA-MB-231: 34; MALME-3M: 108; T-47D: 57; SK-MEL-2: 95; BT-549: 69; LOX IMVI: 47; MCF7: 65; HS 578T: 84

What do the screens show for `O=C(COc1ccc(-c2nc3cc(Cl)c(Cl)cc3[nH]2)cc1)N=Nc1c(O)[nH]c2ccc(Cl)cc12`?
MDA-MB-231: 77; MALME-3M: 49; T-47D: 57; SK-MEL-2: 90; BT-549: 77; LOX IMVI: 61; MCF7: 26; HS 578T: 67

How did CC(N=C(NC#N)Nc1ccncc1)C(C)(C)C (stereo unspecified) do in these assays?
MDA-MB-231: 109; MALME-3M: 97; T-47D: 94; BT-549: 102; LOX IMVI: 97; MCF7: 88; HS 578T: 106

How did COc1cccc(C(=O)NNc2nc(-c3ccccc3)nc3ccccc23)c1 do in these assays?
MDA-MB-231: 95; MALME-3M: 111; T-47D: 59; SK-MEL-2: 87; BT-549: 94; LOX IMVI: 90; MCF7: 91; HS 578T: 109

What do the screens show for `CC(CN(C)C)OC(=O)Nc1ccccc1` (stereo unspecified)?
MDA-MB-231: 110; T-47D: 92; SK-MEL-2: 105; BT-549: 115; LOX IMVI: 98; MCF7: 97; HS 578T: 106

Results for COC(=O)CCCCCCCCCC(=O)O ?
MDA-MB-231: 106; MALME-3M: 106; T-47D: 109; SK-MEL-2: 107; BT-549: 109; LOX IMVI: 98; MCF7: 105; HS 578T: 112

How did COc1ccc(-c2c3c(N)nc(-c4ccncc4)nc3nc3c2c(C)nn3-c2ccccc2)cc1 do in these assays?
MDA-MB-231: 68; MALME-3M: 76; T-47D: 75; SK-MEL-2: 48; BT-549: 87; LOX IMVI: 41; MCF7: 48; HS 578T: 71

How did CCC(=C(c1ccc(OCCN2CCCC2)cc1)c1ccc(OCCN2CCCC2)cc1)c1ccc(Cl)cc1 do in these assays?
MDA-MB-231: -71*; MALME-3M: -82*; T-47D: -42*; SK-MEL-2: -28*; BT-549: 70; LOX IMVI: -90*; MCF7: -76*; HS 578T: -47*

How did COc1ccc(Cc2cc(-c3ccccc3C)n[nH]c2=O)cc1 do in these assays?
MDA-MB-231: 85; MALME-3M: 154; T-47D: 94; BT-549: 132; LOX IMVI: 109; MCF7: 95; HS 578T: 91

How did CC1=NN(c2cccc(S(N)(=O)=O)c2)C(=O)C1 do in these assays?
MDA-MB-231: 97; MALME-3M: 90; T-47D: 84; BT-549: 109; LOX IMVI: 96; MCF7: 90; HS 578T: 87

How did Cc1nc(C(=O)O)cc([N+](=O)[O-])c1C do in these assays?
MDA-MB-231: 112; MALME-3M: 84; T-47D: 100; SK-MEL-2: 101; BT-549: 103; LOX IMVI: 94; MCF7: 80; HS 578T: 99

Results for COc1ccc(-c2nnc(-c3nnn(-c4ccc([N+](=O)[O-])cc4)c3C)o2)cc1OC ?
MDA-MB-231: 92; MALME-3M: 97; T-47D: 89; SK-MEL-2: 99; BT-549: 94; LOX IMVI: 100; MCF7: 90; HS 578T: 99

How did O=C(OCCCCOC(=O)c1ccccc1)c1ccccc1 do in these assays?
MDA-MB-231: 94; MALME-3M: 94; T-47D: 97; SK-MEL-2: 108; BT-549: 86; LOX IMVI: 86; MCF7: 98; HS 578T: 99

Results for Nc1ccc2c3c(cccc13)-c1ccccc1-2 ?
MDA-MB-231: 77; MALME-3M: 98; T-47D: 92; SK-MEL-2: 105; BT-549: 71; LOX IMVI: 92; MCF7: 89; HS 578T: 89

Results for Cn1c(SCC(=O)N/N=C/c2ccc(F)cc2)nc2ccccc2c1=O ?
MDA-MB-231: 94; MALME-3M: 99; T-47D: 85; SK-MEL-2: 110; BT-549: 104; LOX IMVI: 99; MCF7: 89; HS 578T: 92

What do the screens show for `Cc1ccc(/C=C2\COc3ccc(O)cc3C2=O)cc1`?
MDA-MB-231: 91; MALME-3M: 90; T-47D: 89; SK-MEL-2: 117; BT-549: 79; LOX IMVI: 57; MCF7: 13; HS 578T: 97

How did COc1ccc(Cn2cc(C(=O)N=Nc3c(O)[nH]c4cc(Cl)c(F)cc34)nn2)cc1 do in these assays?
MDA-MB-231: 109; MALME-3M: 103; T-47D: 110; SK-MEL-2: 96; BT-549: 117; LOX IMVI: 100; MCF7: 92; HS 578T: 112

How did CN1CCN(c2ccc(-c3ccc4ncc(C#N)c(Nc5ccc(F)c(Cl)c5)c4c3)cc2)CC1 do in these assays?
MDA-MB-231: 77; MALME-3M: -64*; T-47D: 61; SK-MEL-2: 48; BT-549: 63; LOX IMVI: 43; MCF7: 51; HS 578T: 43

How did Cc1cccc2c(Cn3cc(Cn4c(C)cc(=O)n(Cc5cn(Cc6cc(=O)[nH]c7c(C)cccc67)nn5)c4=O)nn3)cc(=O)[nH]c12 do in these assays?
MDA-MB-231: 110; MALME-3M: 98; T-47D: 94; SK-MEL-2: 114; BT-549: 105; LOX IMVI: 98; MCF7: 97; HS 578T: 106

What do the screens show for `CSc1ccc(NCc2cn(-c3ccc(C(=O)O)cc3)nc2-c2cc(C(F)(F)F)cc(C(F)(F)F)c2)cc1`?
MDA-MB-231: 102; MALME-3M: 80; T-47D: 70; SK-MEL-2: 96; BT-549: 109; LOX IMVI: 93; MCF7: 85; HS 578T: 78

What do the screens show for `N#Cc1c(-c2ccc(Br)cc2)n2c(nc1=O)NNCC2=O`?
MDA-MB-231: 91; MALME-3M: 89; T-47D: 108; SK-MEL-2: 117; BT-549: 98; LOX IMVI: 103; MCF7: 100; HS 578T: 107

What do the screens show for `N#Cc1c(-c2ccc(Cl)cc2)cc(-c2cccc(OCC(=O)O)c2)[nH]c1=O`?
MALME-3M: 92; T-47D: 92; SK-MEL-2: 126; BT-549: 102; MCF7: 93

Results for NC(=O)c1cc(Cl)ccc1Nc1ccnc(C(F)(F)F)c1 ?
MDA-MB-231: 102; MALME-3M: 106; T-47D: 93; BT-549: 99; MCF7: 102; HS 578T: 103

How did O=C(CN1CCN(c2cc3c(cc2F)c(=O)c(C(=O)O)cn3C2CC2)CC1)Nc1nc(-c2ccccc2)cs1 do in these assays?
MDA-MB-231: 95; MALME-3M: 90; T-47D: 73; SK-MEL-2: 95; BT-549: 74; LOX IMVI: 36; MCF7: 87; HS 578T: 61

How did Cc1ccc(O)c(N2C(=NCCc3ccc(S(N)(=O)=O)cc3)NS(=O)(=O)c3cnccc32)c1 do in these assays?
MDA-MB-231: 105; MALME-3M: 104; T-47D: 105; SK-MEL-2: 108; BT-549: 97; LOX IMVI: 94; MCF7: 116; HS 578T: 110

What do the screens show for `O=C1/C(=C/c2ncc(CO)s2)SC(=S)N1Cc1ccccc1`?
MDA-MB-231: 100; MALME-3M: 97; T-47D: 65; SK-MEL-2: 102; BT-549: 86; LOX IMVI: 87; MCF7: 71; HS 578T: 101

How did O=C(Cc1ccc(Nc2ccnc(C(F)(F)F)c2)cc1)Nc1cc(Cl)ccc1O do in these assays?
MDA-MB-231: 54; MALME-3M: 93; T-47D: 25; SK-MEL-2: 85; BT-549: 67; LOX IMVI: 58; MCF7: 57; HS 578T: 64

How did CCc1ccccc1-n1c(-c2ccc(Cl)cc2)cc(-c2ccc(OC)cc2)c(C#N)c1=O do in these assays?
MDA-MB-231: 93; MALME-3M: 148; T-47D: 92; SK-MEL-2: 91; BT-549: 154; LOX IMVI: 90; MCF7: 86; HS 578T: 99

What do the screens show for `Cn1cc(-c2nonc2-c2cn(C)c3ccc(F)cc23)c2ccccc21`?
MDA-MB-231: 26; MALME-3M: 54; T-47D: 37; SK-MEL-2: 31; BT-549: 56; LOX IMVI: 35; MCF7: 21; HS 578T: 3.8*

Results for OCCNCc1cccc(-c2ccccc2)c1O ?
MDA-MB-231: 115; T-47D: 101; SK-MEL-2: 96; BT-549: 102; LOX IMVI: 96; MCF7: 109; HS 578T: 108

Results for CCCCn1c(=O)c(C2CNC(=O)c3ccccc3N2)cc2ccc(Cl)cc21 (stereo unspecified) ?
MDA-MB-231: 81; MALME-3M: 103; T-47D: 94; SK-MEL-2: 100; BT-549: 104; LOX IMVI: 86; MCF7: 89; HS 578T: 102

Results for CC1(C)N=C(N)N=C(N)N1c1cc(Cl)ccc1Cl ?
MDA-MB-231: 93; MALME-3M: 125; T-47D: 95; SK-MEL-2: 19; BT-549: 85; LOX IMVI: 70; MCF7: 66; HS 578T: 101

How did Oc1ccc(/C=C2\CCCCc3cc4ccc(O)cc4[o+]c32)c(O)c1 do in these assays?
MDA-MB-231: 103; MALME-3M: 94; T-47D: 99; SK-MEL-2: 110; BT-549: 108; LOX IMVI: 97; MCF7: 103; HS 578T: 109

Screens (PubChem BioAssay)
